Rin1-Abl PPI inh: human Rin1-Abl interaction inhibition | P00519+Q13671 | 360,000 tested, 0.4% active | inhibition, % at 7.35 µM | TR-FRET Rin1/Abl binding, biochemical | AID 588664; in the data active = inhibition above about 5%, passing the limit was not always enough
MsrA inh: inhibitors of bovine MsrA; 360,000 tested, 0.75% active; inhibition, % at 15.5 µM; AID 651718; purified bovine MsrA, absorbance read-out; in the data active = inhibition above about 4.5%;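 note: 0% = vehicle wells with enzyme and 100% = reference inhibitor wells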
bovine MsrA act: activates bovine MsrA enzyme; purified bovine MsrA, absorbance read-out; activation, % at 10.6 µM; 360,000 tested, 0.3% active; in the data active = activation above about 7.5%;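 note: 0% = vehicle and 100% = reference activator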
FAS TE block: inhibitors of human fatty acid synthase thioesterase domain. P49327. recombinant FAS-TE, OMFH fluorogenic substrate, fluorescence endpoint. inhibition, % at 15 µM. 360,000 tested, 0.67% active;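 active = compounds whose normalised, plate-corrected inhibition of enzyme fluorescence in the single-dose primary screen is 50% or more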;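 note: 0% = DMSO with enzyme and 100% = substrate without enzyme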
CSN inh: blocks human CSN-mediated cullin deneddylation. Q92905. AID 651999. Purified CSN, SCF-Nedd8-OG deneddylation, fluorescence polarization. inhibition, % at 12.5 µM. 360,000 tested, 0.38% active;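 active = pattern-corrected inhibition above about 35%, with an unprinted fluorescence ratio check between 0.5 and 1.5, limit read from the data, passing the limit was not always enough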;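 note: 0% = enzyme with substrate and 100% = substrate without enzyme; some results filed as inactive read as strong as hits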
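assay system = purified human Csn5 enzyme expressed in HEK293T cells | amount = 0.24 nM enzyme | buffer or medium = Tris/NaCl/DTT buffer, pH 7.5 | reagent = 10 nM SCFSkp2-Nedd8OG | compound = one concentration, 12.5 µM, 0.25% DMSO | times = 90 min reaction at room temperature | signal = FP | read-out basis = % inhibition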
Rpn11 inh: blocks the human proteasome subunit Rpn11 | human 26S proteasome, Ub4-pepOG fluorescence polarization; 20S core pre-blocked with epoxomicin | calls only at 20 µM | 360,000 tested, 0.59% active | AID 588493;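 active = inhibition at 20 µM, scaled to each plate's controls, above about 33%, limit read from the data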
E coli Lon inh: E. coli protease La inhibition; 360,000 tested, 0.42% active; inhibition, % at 7.94 µM; P0A9M0; purified E. coli Lon protease, fluorescence polarization; in the data active = inhibition above about 13%, passing the limit was not always enough;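 note: 0% = enzyme with probe and DMSO and 100% = no enzyme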
MT1-MMP act inh: blocks activation of human MT1-MMP; AID 651647; GFP/RFP ratio change, % at 20 µM; P50281; 360,000 tested, 0.061% active; HT1080 RFP-PRO-GFP cells, GFP/RFP ratio fluorescence, overnight; percent of plate control window, DMSO zero;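 active = GFP/RFP ratio change of at least 30% with cell ATP level not reduced by more than half and red fluorescence within 50% of control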; note: strong numbers were not always called active
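Read-out: GFP/RFP fluorescence ratio; Test system: RFP-PRO-GFP reporter HT1080 cells; Compound dosing: single-point 20 µM compound, 1% DMSO; Times: overnight compound exposure at 37 °C.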
PABP1 MLLE inh: inhibitors of microRNA-mediated deadenylation, human PABP1 MLLE binding; GST-MLLE / FITC-PAM2 fluorescence polarization; AID 588489; inhibition, % at 20 µM; 360,000 tested, 0.36% active; in the data active = inhibition above about 35%, passing the limit was not always enough;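 note: plate controls were DMSO wells with GST-MLLE for no effect and wells lacking GST-MLLE protein for full effect; some results filed as inactive read as strong as hits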
* marks the source's active call; other numbers are inactive results; i = inactive; . = not tested or not shown.

Results follow in this order: Rpn11 inh | MsrA inh | bovine MsrA act | CSN inh | Rin1-Abl PPI inh | PABP1 MLLE inh | E coli Lon inh | FAS TE block | MT1-MMP act inh
- COC1=CC(=O)c2c(ccc3ncnc(N)c23)C1=O
→ i | 1.7 | 35.4* | 27.9 | 16.6* | -4.0 | 7.5 | -6.5 | -102.3
- CC(C)Cn1c(SCC(=O)N2CCN(C(=O)c3ccco3)CC2)nc2ccccc2c1=O
→ i | 0.5 | -0.4 | 7.8 | 1.8 | 2.2 | -0.2 | -2.0 | -6.6
- O=C(Oc1ccc(N(Cc2cccs2)C2=NS(=O)(=O)c3ccccc32)cc1)c1ccccc1Cl
→ i | 1.4 | 0.1 | 1.3 | -1.9 | 2.3 | -3.2 | 30.9 | -10.7
- Cc1nnc2ccc(N3CCN(C(=O)c4ccccc4)CC3)nn12
→ i | 0.4 | -1.2 | 7.2 | 1.0 | -3.7 | 2.6 | -3.5 | -1.0
- c1ccc(-n2cnc3cc(NCc4ccccn4)ccc32)cc1
→ i | -0.5 | -2.7 | -2.0 | 0.1 | -5.5 | -1.7 | -4.9 | 1.0
- O=C1C(=C2SCCCS2)CC/C1=C\c1ccc(F)cc1
→ i | -0.1 | -6.6 | -2.1 | -1.8 | 12.1 | -3.5 | 26.2 | 5.2
- COc1ccc(NC(=O)c2cccc(N3C(=O)NC4CC3(C)Oc3ccccc34)c2)cc1 (stereo not given)
→ i | -0.3 | 1.2 | -6.2 | 5.3 | -5.8 | -10.0 | -4.9 | 3.2
- CC(=O)NCC(=O)N(C)C(C(=O)Nc1ccc2c(c1)OCCO2)c1ccccc1 (stereo not given)
→ i | 0.5 | -12.6 | -0.4 | -2.3 | 8.1 | 0.7 | -12.3 | -2.2
- CCCCn1c(SCC(=O)N2c3ccccc3Sc3ccccc32)nc2c1c(=O)n(C)c(=O)n2C
→ i | 1.0 | 2.2 | -0.2 | 1.0 | 8.9 | -6.4 | 29.4 | -15.6
- CC1CCN(C(c2nnnn2CCc2ccccc2)C(C)C)CC1 (stereo not given)
→ i | 1.1 | -6.7 | 5.0 | -2.0 | -10.9 | -9.0 | 7.0 | -13.9
- O=C(NCc1cccnc1)c1cc(C2CCCCN2C(=O)OCCF)on1 (stereo not given)
→ i | -0.1 | -2.5 | 2.7 | 1.4 | 7.8 | -7.2 | -6.8 | -0.1
- CCCCn1c(N)c(N(CCC)C(=O)C2CCCC2)c(=O)[nH]c1=O
→ i | 0.4 | -2.5 | -4.7 | 3.0 | -42.3 | -1.5 | -7.1 | -3.4
- COc1ccccc1C(=O)C1CCCN(C(=O)Nc2ccccc2F)C1 (stereo not given)
→ i | -0.1 | -2.9 | 2.8 | 0.9 | -21.4 | 4.0 | -2.3 | 3.2
- COc1ccc(C(=O)NCCSCc2ccco2)cc1OC
→ i | -0.6 | -12.8 | 1.6 | 0.7 | 6.5 | -9.0 | -8.8 | 3.2
- Cc1cc(C(=O)Nc2ccc3c(c2)OCCO3)c(C)o1
→ i | 0.8 | -0.6 | 0.1 | 1.8 | -5.2 | 5.6 | -1.9 | -1.5
- Cc1cc(C(=O)OCC(=O)N2CC(=O)Nc3ccccc32)c(C)n1-c1ccccc1
→ i | -0.6 | -4.1 | -13.9 | 2.9 | 4.5 | 4.1 | -0.9 | -3.3
- CCN(CC)CCC(=O)Nc1cccc2c1C(=O)c1ccccc1C2=O
→ i | 0.0 | -1.9 | -56.2 | -11.1 | 1.5 | 4.2 | -7.4 | -7.3
- O=C(CSc1ccccc1)N1CCCC(Nc2ccccc2)C1 (stereo not given)
→ i | 3.0 | -1.2 | 0.6 | -3.4 | 12.0 | -2.9 | 2.7 | -1.8
- COc1cc(CNC[C@H]2O[C@@H](n3cc(C)c(=O)[nH]c3=O)C[C@@H]2O)ccc1OCc1cccc(Cl)c1
→ i | -0.4 | -2.2 | 1.1 | -3.0 | 14.6 | 6.2 | -6.3 | -0.8
- Cc1nc2nc(CSc3ccc(Cl)cc3)cc(=O)n2[nH]1
→ i | 1.0 | -0.2 | 13.6 | 0.2 | -38.0 | -0.2 | -17.8 | 0.9
- CNC(=O)c1ccsc1NC(=O)c1ccc2c(c1)CCCC2
→ i | 0.1 | -6.3 | 3.2 | 0.4 | -15.4 | 5.4 | 17.8 | -3.3
- CC[C@]12c3[nH]c4ccc(Cl)cc4c3CCN1C(=O)[C@@H](CC(=O)NCc1cccc(C(F)(F)F)c1)C[C@@H]2C(=O)N1CCN(C(=O)c2ccco2)CC1
→ i | 2.1 | 1.0 | 2.2 | 3.6 | 11.7 | -9.0 | 31.3 | 2.3
- CCOC(=O)c1ccc(N2C(=O)CC(N3CCN(C/C=C/c4ccccc4)CC3)C2=O)cc1 (stereo not given)
→ i | 0.3 | 2.2 | 0.6 | 1.2 | -9.1 | 0.7 | 5.6 | 2.7
- CCOC(=O)c1c(C)[nH]c(C(=O)C(C)OC(=O)c2cnc(C)cn2)c1C (stereo not given)
→ i | 0.9 | -3.2 | 1.4 | 0.8 | -5.9 | -6.5 | -7.4 | 2.0
- COc1ccccc1NC(=O)CN1CC(=O)Nc2ccccc21
→ i | -1.4 | -1.4 | -1.3 | -3.4 | -11.6 | -8.8 | -5.7 | -0.2
- CCC(N1CCOC1=O)S(=O)(=O)c1ccc(C)cc1 (stereo not given)
→ i | -0.5 | -2.0 | 0.7 | 0.2 | 17.2 | -7.8 | -5.1 | 0.2
- CCCCNCc1cc(OCC)c(OCC(N)=O)cc1Br
→ i | -0.1 | 0.4 | 0.1 | -0.8 | 6.3 | 1.0 | -7.6 | 8.6
- O=[N+]([O-])c1ccccc1NC1CCN(Cc2ccccc2)CC1
→ i | 0.6 | -4.5 | 2.1 | -9.1 | 4.6 | -1.5 | 27.5 | 5.7
- COc1ccc(NC(=O)/C(C#N)=C\C=C\c2ccco2)cc1
→ i | 0.7 | -6.0 | -0.5 | -0.8 | 4.7 | -13.2 | -13.8 | -4.6
- COc1ccc(-n2c(SCC(=O)N3CCCC(C)C3)nnc2-c2cccnc2)cc1 (stereo not given)
→ i | 0.1 | -3.5 | 0.5 | 5.3 | 3.2 | -5.5 | -8.8 | 2.0
- C[C@H](CO)N1C[C@H](C)[C@@H](CN(C)S(=O)(=O)c2ccccc2)OCc2cn(nn2)CCCC1=O
→ i | 0.8 | 3.3 | -1.7 | 1.9 | -5.3 | -7.6 | -7.9 | -0.4
- COCCNC(=O)C1CCCN(C(=O)c2ccnc(Cl)c2)CC1 (stereo not given)
→ i | -1.2 | -3.3 | 2.6 | -3.5 | -19.3 | -19.5 | -4.5 | 1.9
- O=C(COC(=O)CNS(=O)(=O)c1ccc2ccccc2c1)Nc1ccc2c(c1)OCO2
→ i | -1.6 | -7.4 | -11.1 | -1.6 | 11.4 | 4.5 | -2.1 | 2.9
- COc1ccc(N(C=O)C(C(=O)Nc2c(C)cccc2C)c2ccccc2)cc1 (stereo not given)
→ i | -0.8 | -2.8 | -2.9 | -1.8 | 19.3 | -2.0 | 3.0 | 3.8
- COc1ccc(C(=O)C=Cc2ccc3c(c2)OCO3)cc1OC
→ i | 2.5 | -4.2 | 3.5 | -1.0 | -5.7 | -9.1 | -2.5 | 3.7
- CC(=O)c1nnn(-c2ccc(F)cc2F)c1C
→ i | 0.0 | -7.3 | -2.9 | -4.5 | 2.5 | 4.4 | -4.0 | 1.7
- Cc1cccc(NC(=O)COc2coc(CN3CCN(c4ccccc4)CC3)cc2=O)c1C
→ i | -0.3 | -4.0 | 3.4 | 1.0 | 5.4 | -0.5 | -2.2 | -7.6
- COc1ccc(/C=N/Nc2nc(-c3ccc(C)cc3)c(C#N)c(=O)[nH]2)cc1
→ i | 0.1 | -2.6 | 1.1 | -0.5 | -31.0 | -4.9 | -1.7 | -7.6
- CCc1noc(C)c1C(=O)N(C)CC(=O)Nc1ccc(F)c(F)c1F
→ i | -1.1 | -2.1 | -5.7 | 2.8 | 5.7 | -0.7 | -3.7 | 4.5
- COc1cc(OC)cc(C(=O)N[C@H](C(=O)Nc2nc3ccccc3[nH]2)C(C)C)c1
→ i | 1.3 | -13.2 | -1.9 | -2.6 | -12.9 | -3.2 | -4.2 | 8.7
- O=C(COC(=O)c1ccccc1Nc1ccccc1)Nc1ccccc1
→ i | -0.5 | -1.6 | -4.6 | -0.7 | -6.8 | -5.3 | 8.5 | 1.7
- CC(=O)c1cc(C#N)c(SCc2ccc(F)cc2)nc1C
→ i | 0.4 | -7.8 | -1.0 | 2.1 | 9.4 | 2.2 | 23.2 | -1.2
- CC(=O)Nc1ccc(C(=O)NCCCSc2ccccc2)cc1
→ i | -1.6 | -3.4 | -2.4 | -1.1 | 8.6 | -9.1 | -2.9 | -0.2
- COc1ccc(NC(=O)C2=CC(c3ccc(C)cc3)=NS(=O)(=O)N2C)cc1OC
→ i | 2.4 | -2.1 | -1.3 | -0.9 | -8.2 | -1.6 | 18.2 | -4.7
- CCc1c(C)[nH]n(-c2ccc(Oc3ccccc3)c(S(=O)(=O)O)c2)c1=O
→ i | . | -3.3 | 10.0 | 0.6 | -11.5 | -5.0 | -2.2 | -3.1
- O=C(O)CNC(=S)N(Cc1ccccc1Cl)C1CCCC1
→ i | -0.2 | -2.7 | -1.2 | 1.2 | -78.6 | -3.0 | -6.7 | -0.3
- COc1ccc(-n2c(=O)[nH]cc(C(=O)N3CCc4ccccc43)c2=O)cc1
→ i | -0.6 | -2.9 | 0.7 | -4.7 | -3.9 | -0.3 | -6.1 | -1.7
- Cc1cc(NS(=O)(=O)c2ccc(NC(=O)CCc3ccccc3)cc2)no1
→ i | 0.2 | 0.6 | 2.2 | -2.8 | 3.3 | 16.9 | -8.8 | -0.4
- O=C1c2ccccc2C(c2nnnn2-c2ccc3c(c2)OCCO3)N1CCc1ccccc1F (stereo not given)
→ . | 0.3 | -4.3 | -6.6 | . | . | -3.0 | -0.6 | -0.5
- O=C(CN1C(=O)c2ccccc2S1(=O)=O)N1CCCCC1
→ i | -1.4 | -4.2 | 4.0 | 0.6 | -8.8 | 6.4 | -3.6 | -1.8
- CC(SCc1ccccc1)C(=O)NN=C1CCN(C)CC1 (stereo not given)
→ i | 1.4 | -10.1 | 1.6 | 3.1 | -0.3 | -6.3 | -10.4 | 1.9
- COc1cccc(NC(=O)C2CC2)c1
→ i | -0.4 | -2.0 | -1.7 | 1.5 | -1.8 | 10.7 | -10.4 | -0.5
- CSc1ccc(/C=N/n2nnnc2N)cc1
→ i | 5.3* | -5.5 | -4.1 | -8.5 | 3.3 | 8.4 | -3.2 | 3.9

In the list so far, these contain a cyano group.
Results follow in this order: Rpn11 inh | MsrA inh | bovine MsrA act | CSN inh | Rin1-Abl PPI inh | PABP1 MLLE inh | E coli Lon inh | FAS TE block | MT1-MMP act inh
- COc1ccc(NC(=O)/C(C#N)=C\C=C\c2ccco2)cc1
→ i | 0.7 | -6.0 | -0.5 | -0.8 | 4.7 | -13.2 | -13.8 | -4.6
- COc1ccc(/C=N/Nc2nc(-c3ccc(C)cc3)c(C#N)c(=O)[nH]2)cc1
→ i | 0.1 | -2.6 | 1.1 | -0.5 | -31.0 | -4.9 | -1.7 | -7.6
- CC(=O)c1cc(C#N)c(SCc2ccc(F)cc2)nc1C
→ i | 0.4 | -7.8 | -1.0 | 2.1 | 9.4 | 2.2 | 23.2 | -1.2

Screening data: PubChem BioAssay, several laboratories
